Screens as filed in PubChem BioAssay.
697 NFkB inh = inhibitors of PMA/ionomycin-induced NF-kB reporter, 697 cells, primary screen, B-cell NF-kB inhibitor project, cell-based, luminescence, uHTS; 697 B-cell NF-kB luciferase reporter, 16 h; inhibition, % at 4 µM; 330,000 compounds, 0.33% hits; in the data active means inhibition above about 35%
UBC13 inh = UBC13 polyubiquitin chain formation inhibitors, primary screen, biochemical, TR-FRET, uHTS; Ubiquitin-conjugating enzyme E2 N (Homo sapiens), P61088; inhibition, % at 20 µM; 330,000 compounds, 0.47% hits; in the data active means inhibition above about 45%, passing the limit was not always enough
Target sequence (P61088 whole entry, looked up): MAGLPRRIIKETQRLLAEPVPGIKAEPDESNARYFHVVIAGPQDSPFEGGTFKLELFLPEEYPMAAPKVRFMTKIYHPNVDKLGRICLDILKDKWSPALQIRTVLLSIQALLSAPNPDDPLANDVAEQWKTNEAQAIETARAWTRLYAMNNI
Jurkat NFkB inh = inhibitors of induced NF-kB luciferase reporter, primary screen, TCR NF-kB activation inhibitor project, cell-based, luminescence, uHTS; Jurkat, PMA/ionomycin-induced NF-kB luciferase reporter; inhibition, % at 4 µM; 330,000 compounds, 0.53% hits; AID 435003, 2010; in the data active means inhibition above about 50%
CCR6 antagonist = CCR6 receptor antagonists, primary screen, cell-based, CHO-K1, luminescence, beta-arrestin, uHTS; C-C chemokine receptor type 6 (Homo sapiens), P51684; CHO-K1 CCR6 PathHunter beta-arrestin, CCL20-stimulated; inhibition, % at 20 µM; 340,000 compounds, 0.49% hits;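 active means compounds whose inhibition of the agonist-driven luminescence signal at 20 µM reaches about 50%, limit read from the data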;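 further: cells stimulated with CCL20 at 14 nM final; plate controls were DMSO with CCL20 for no effect and DMSO without agonist for full effect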
EBI2 antag = EBI2 receptor antagonists, beta-arrestin recruitment, primary screen, cell-based, luminescence, 7a,25-OHC stimulation, uHTS; inhibition, % at 5 µM; 7a,25-OHC stimulated; 360,000 compounds, 0.81% hits; in the data active means inhibition above about 38%;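 further: enzyme fragment complementation signal reports receptor beta-arrestin coupling in cells; 0% = agonist plus DMSO wells and 100% = wells without agonist; some results beyond the cut were filed as inactive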
Target sequence (P32249 whole entry, looked up, the tested form may be a part): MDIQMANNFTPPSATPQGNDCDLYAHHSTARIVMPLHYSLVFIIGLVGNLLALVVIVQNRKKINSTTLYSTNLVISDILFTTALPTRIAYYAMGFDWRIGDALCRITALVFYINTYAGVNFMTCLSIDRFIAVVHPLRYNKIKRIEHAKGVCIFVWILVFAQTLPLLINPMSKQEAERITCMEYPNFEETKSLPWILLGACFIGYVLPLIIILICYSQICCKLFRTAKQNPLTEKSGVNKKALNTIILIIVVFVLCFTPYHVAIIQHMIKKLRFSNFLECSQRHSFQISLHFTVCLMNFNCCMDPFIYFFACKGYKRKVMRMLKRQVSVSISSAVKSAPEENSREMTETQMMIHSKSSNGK
APJ antag = antagonists of human apelin receptor APJ, primary screen, CHO-K1 cells, beta-arrestin complementation, luminescence; inhibition, % at 20 µM; AID 2521, 2010; P35414; 330,000 compounds, 0.32% hits;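 active means inhibition above about 40% at 20 µM, limit read from the data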;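 further: cells challenged with 10 nM apelin-13 agonist together with compound; plate controls were apelin-13 plus DMSO wells for no effect and DMSO wells lacking apelin-13 for full effect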
Target sequence (P35414 whole entry, looked up): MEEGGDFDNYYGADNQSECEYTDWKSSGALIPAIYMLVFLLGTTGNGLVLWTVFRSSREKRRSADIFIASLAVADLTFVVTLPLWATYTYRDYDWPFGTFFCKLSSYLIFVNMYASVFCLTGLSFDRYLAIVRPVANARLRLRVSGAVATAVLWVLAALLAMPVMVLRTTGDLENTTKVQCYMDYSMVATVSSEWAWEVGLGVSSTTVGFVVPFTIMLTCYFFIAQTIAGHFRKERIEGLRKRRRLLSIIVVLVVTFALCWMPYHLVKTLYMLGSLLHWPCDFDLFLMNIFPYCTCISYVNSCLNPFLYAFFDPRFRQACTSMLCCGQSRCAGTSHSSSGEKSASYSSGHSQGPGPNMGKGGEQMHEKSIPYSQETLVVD
Gli-Sufu antag = Gli-Sufu pathway antagonists, primary screen, luciferase luminescence, Sufu-KO-LIGHT cells, uHTS; Sufu-KO-LIGHT fibroblasts, Gli luciferase reporter luminescence; AID 588413, 2011; 340,000 compounds, 0.74% hits; inhibition, % at 5 µM;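 active means inhibition above about 55%, limit read from the data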;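 further: 0% = DMSO-treated cells and 100% = wells with medium but no cells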
CXCR6 inh = CXCR6 receptor inhibitors, primary screen, cell-based, beta-arrestin, luminescence, CHO-K1 PathHunter, 1536-well. C-X-C chemokine receptor type 6 (Homo sapiens), O00574. inhibition, % at 20 µM. 360,000 compounds, 0.36% hits. AID 602244, 2012; in the data active means inhibition above about 34%, passing the limit was not always enough;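 further: antagonist mode with CXCL16 agonist at 10 nM final; 0% = 10 nM CXCL16 with DMSO and 100% = unstimulated wells without agonist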
An asterisk follows results filed as active; x = no result given; & = joins results of further samples.

No.	structure	APJ antag	UBC13 inh	CXCR6 inh	Jurkat NFkB inh	EBI2 antag	CCR6 antagonist	697 NFkB inh	Gli-Sufu antag
1	O=C(Nc1cc([N+](=O)[O-])ccc1C(=O)Nc1cccnc1)c1ccccc1	-79	4	-11	10	-5	-4	-9	4
2	COc1cccc2[nH]c3ccccc3c(=O)c12	-9	2	7	13	-9	-4	6	2
3	Cc1ccc(C(=O)Nc2nnc(-c3ccco3)o2)cc1	21	-18	13	3	-6	4	8	-18
4	Cn1c(SCc2ccccc2)nc2ccsc2c1=O	3	9	-3	17	-45	0	-24	30
5	O=C(Cn1c(=O)oc2ccccc21)Nc1ccc(Cl)cc1	-14	-3	-1	-5	10	2	0	-7
6	CC(=O)c1ccc(OCC(=O)Nc2c(C)nn(-c3ccccc3)c2C)cc1	-46	-8	1	8	-5	-1	-17	x
7	COc1ccc(C)cc1NC(=O)CNC(C)C(=O)Nc1cc(Cl)ccc1Cl (stereo not drawn)	21	16	0	8	6	12	4	0
8	O=C(CN1C(=O)NC2(CCCC2)C1=O)NCc1ccc(Cl)cc1	-3	13	-3	-5	2	12	7	5
9	CNC(=O)OCc1cccc(COC(=O)NC)n1	-8	-4	0	-4	-7	14	9	-6
10	CCC(C)(C(=O)NC1CCCC1)N(C(=O)CNC(=O)c1ccccc1)c1c(C)n(C)n(-c2ccccc2)c1=O (stereo not drawn)	7	-17	10	14	-2	4	21	x
11	Cc1cc2oc(=O)cc(CN(C)Cc3ccccc3)c2cc1C(C)C	5	7	2	5	23	21	15	4
12	CCOc1ccc(C=NNC(=O)c2ccc(-n3cnnn3)cc2)cc1	-4	-2	-11	7	0	7	19	3
13	COc1ccc(CCN2CC(C(=O)N(C)CC(=O)Nc3ccc(Cl)c(C(F)(F)F)c3)CC2=O)cc1OC (stereo not drawn)	9	10	-5	9	0	1	1	2
14	O=C(O)c1cc(C2CC2)nc2ccccc12	0	-4	-4	-3	-5	9	5	-6
15	CC(Sc1nnc(C(F)(F)F)n1C)C(=O)Nc1ccc(S(N)(=O)=O)cc1 (stereo not drawn)	9	8	2	6	-3	-1	10	0
16	COCCNC(=O)Cn1c(=O)n(CCC(=O)NCCc2ccccc2)c(=O)c2ccccc21	5	7	-6	11	1	1	10	-1
17	CCc1cc2cc(C(=O)Nc3ccc(C)cc3)sc2s1	6	9	-4	-35	12	13	5	-50
18	CCc1nnc(NC(=O)c2cc(-c3cccnc3)nc3ccccc23)s1	18	7	-7	10	-12	11	24	-20
19	CC(=O)Nc1cc2ccccc2oc1=O	3	-41	2	3	-15	-1	-9	-4
20	C=CCNc1nc(C)nc(OC)n1	1	6	-4	-5	2	4	14	3
21	Cc1nc2cc(NC(=O)Nc3cccc(F)c3)ccc2n1C	8	8	-1	-138	-7	6	-231	-72
22	COCCCNC(=S)Nc1ccc(OC(F)F)cc1C	1	-10	-4	0	-8	-4	-3	0
23	Cc1cc2ccccn2c1C(C[N+](=O)[O-])c1ccc(N(C)C)cc1 (stereo not drawn)	10	-48	1	8	-1	16	-27	-2
24	CC(C)(C)NC(=O)CCCCCCCC(=O)NC(C)(C)C	-36	1	-8	4	-14	4	-1	2
25	CCOc1ccc2c(c1)C(=O)C(=O)N2CC1COc2ccccc2O1 (stereo not drawn)	5	-24	15	17	-13	33	-2	-2

(next part)
No.	structure	APJ antag	UBC13 inh	CXCR6 inh	Jurkat NFkB inh	EBI2 antag	CCR6 antagonist	697 NFkB inh	Gli-Sufu antag
26	CC(c1ccccc1)N1CC(C(=O)NC2CCCC2)CC1=O (stereo not drawn)	1	-1	-6	7	-10	8	20	-2
27	CCN(CC)C(=O)Cn1cc(C(=O)C(=O)N(CC)C2CCCCC2)c2ccccc21	-30	1	4	14	-4	10	-9	-1
28	COc1ccc(NC(=O)/C(Cl)=C(/Cl)S(=O)(=O)Cc2ccc(C)cc2)cn1	x	x	48*	x	70*	57*	x	24
29	CCOc1ccc(N2C(=O)/C(=C\c3ccccc3OC)S(=O)(=O)C2c2cccc([N+](=O)[O-])c2)cc1 (stereo not drawn)	-7	-3	5	-4	36	-4	7	-18
30	CC(NC(=O)CN(C)CC(=O)Nc1ccccc1Br)c1ccccc1 (stereo not drawn)	-11	3	0	-4	-6	-7	15	-3
31	COc1ccc(C(=O)Nc2ncc(C)s2)cc1S(=O)(=O)N1CCCC1	3	-4	0	2	6	2	-11	0
32	Cc1c(NS(=O)(=O)c2cccc(C(=O)N3CCCC3)c2)c(=O)n(-c2ccccc2)n1C	5	17	-3	15	1	-1	-2	6
33	COC(=O)CNS(=O)(=O)c1ccc(C)cc1	-10	1	2	2	-6	-10	11	0
34	O=[N+]([O-])c1ccc(/C=N/NC(=S)Nc2ccccc2F)o1	-15	-21	6	-9	-3	7	-46	2
35	O=[N+]([O-])c1ccc(N2CCC(O)CC2)nc1	10	-1	-3	5	-10	8	13	-7
36	COc1cc(OC)cc(C(=O)N[C@H](C(=O)NC2=NCCS2)C(C)C)c1	5	8	-4	18	7	6	10	1
37	O=C(Nc1ccc(N2CCCC2)cc1)c1ccc(Br)cc1	-12	2	4	-23	-10	-5	-30	7
38	Cc1cccc(OCC(=O)NC(=S)NNC(=O)c2ccncc2)c1	13	5	0	5	-14	-3	4	1
39	O=C(NCc1ccc(F)cc1)c1c(O)c2cccc3c2n(c1=O)CCC3	11	32	-5	2	1	4	-2	-4
40	COCC(C)NC(=O)c1ccc(CN2CCc3ccccc3C2)cc1 (stereo not drawn)	-11	0	0	3	-5	-3	-2	-5
41	COc1ccccc1C(=O)CSc1nnc(-c2ccco2)o1	-1	-2	-6	-6	-20	3	-9	-18
42	Cc1ccc(C(=O)NC(C#N)=C(Cl)Cl)cc1	18	6	x	32	x	4	-20	4
43	C#CCn1c(S(=O)(=O)Cc2ccccc2Cl)nc(-c2ccccc2)c1-c1ccccc1	5	14	1	-15	39	16	-68	8
44	COc1cccc(OCC(O)CN2CCN(c3ccccc3)CC2)c1 (stereo not drawn)	-1	-1	1&-3	-8	8&7	8&0	19	0&0
45	Cc1ccc(NC(=O)CSc2nc3c(cc2C#N)C(=O)CCC3)cc1S(=O)(=O)N(C)C	-11	9	-6	-2	14	12	-15	-9
46	CC(C)C(=O)Nc1ccc(Cl)cc1-c1nc2ccccc2[nH]c1=O	-4	-12	5	-9	-12	2	-4	9
47	CCN(CC)CCNC(=O)c1ccc(Sc2ccc(Cl)cc2)c(NC(C)=O)c1	7	0	-7	-12	1	4	-30	11
48	CCn1c(CN2CCN(Cc3ccc(C)cc3)C(CCO)C2)nc2ccccc21 (stereo not drawn)	-1	0	-2	9	-2	6	-8	1
49	CC(C(=O)Nc1ccc(S(=O)(=O)N2CCCC2)cc1)N1CCc2ccccc2C1 (stereo not drawn)	2	-8	-4	-1	3	-8	18	-12
50	CC(=O)N(C(C)=O)n1c(/C=C/c2ccc([N+](=O)[O-])cc2)nc2ccccc2c1=O	-18	-13	-12	9	-1	-13	14	6

Laid out differently: results already given
43. C#CCn1c(S(=O)(=O)Cc2ccccc2Cl)nc(-c2ccccc2)c1-c1ccccc1
  APJ antag: 5
  UBC13 inh: 14
  CXCR6 inh: 1
  Jurkat NFkB inh: -15
  EBI2 antag: 39
  CCR6 antagonist: 16
  697 NFkB inh: -68
  Gli-Sufu antag: 8
40. COCC(C)NC(=O)c1ccc(CN2CCc3ccccc3C2)cc1 (stereo not drawn)
  APJ antag: -11
  UBC13 inh: 0
  CXCR6 inh: 0
  Jurkat NFkB inh: 3
  EBI2 antag: -5
  CCR6 antagonist: -3
  697 NFkB inh: -2
  Gli-Sufu antag: -5
46. CC(C)C(=O)Nc1ccc(Cl)cc1-c1nc2ccccc2[nH]c1=O
  APJ antag: -4
  UBC13 inh: -12
  CXCR6 inh: 5
  Jurkat NFkB inh: -9
  EBI2 antag: -12
  CCR6 antagonist: 2
  697 NFkB inh: -4
  Gli-Sufu antag: 9
49. CC(C(=O)Nc1ccc(S(=O)(=O)N2CCCC2)cc1)N1CCc2ccccc2C1 (stereo not drawn)
  APJ antag: 2
  UBC13 inh: -8
  CXCR6 inh: -4
  Jurkat NFkB inh: -1
  EBI2 antag: 3
  CCR6 antagonist: -8
  697 NFkB inh: 18
  Gli-Sufu antag: -12

Further results:
No.	structure	APJ antag	UBC13 inh	CXCR6 inh	Jurkat NFkB inh	EBI2 antag	CCR6 antagonist	697 NFkB inh	Gli-Sufu antag
51	COc1ccccc1OCCC(=O)NCc1ccc2c(c1)OCO2	-4	0	8	5	-2	-1	10	1
52	COC(=O)c1ccccc1NC(=O)CSc1ncn[nH]1	-6	4	0	-3	2	-6	0	4
53	Cn1c(SCC(=O)Nc2ccc3cn[nH]c3c2)nnc1-c1cccs1	6	-4	5	8	-3	0	2	-10
54	COc1ccccc1C(=O)NC(=O)COC(=O)Cc1ccc(F)cc1	17	-12	2	-3	-4	-5	6	-18
55	CCN1CCc2c(C#N)c(N3CCCCC3)nc(N3CCOCC3)c2C1	-5	6	3	-10	6	18	18	5
56	CC(C1CC1)N(Cc1ccccc1)C(=O)NC(=O)c1ccc(F)cc1 (stereo not drawn)	-2	-5	-8	-1	2	9	0	-13
57	CCCOc1cccc(C2C(C(=O)c3ccc(C)o3)=C(O)C(=O)N2CCN2CCOCC2)c1 (stereo not drawn)	6	-19	-3	2	-10	9	10	-4
58	CCCN(C(=O)c1cccc(-n2cccc2)c1)c1c(N)n(Cc2ccccc2)c(=O)[nH]c1=O	24	1	5	7	-1	8	-19	-6
59	COc1ccc(/C=N/NC(=O)c2ccn[nH]2)cc1COc1ccc(F)cc1	-3	-9	5	18	9	26	15	-27
60	O=C(O)c1ccccc1-c1ccccc1C(=O)NCc1cccc(C(F)(F)F)c1	14	2	3	4	-6	2	4	2
61	Cc1ccc(NC(=O)CN2CCC(Cc3ccccc3)CC2)cc1S(=O)(=O)N(C)C	-27	2	-12	-7	-10	0	-9	30
62	Fc1cccc(Cn2cc(C(=S)N3CCCCC3)c3ccccc32)c1	-5	2	6	16	-7	20	-8	2
63	Cc1cc(NC(=O)Cn2nnc3sc4c(c3c2=O)CCC(C(C)(C)C)C4)no1 (stereo not drawn)	-19	-19	3	7	9	2	12	2
64	Nc1nc(-c2ccc([N+](=O)[O-])cc2)cs1	-3	0	13	2	-29	2	-4	-26
65	Cc1cccc(NC(=O)C2CCCN(S(=O)(=O)c3cccc4nonc34)C2)c1 (stereo not drawn)	-6	32	9	17	2	8	-2	-6
66	CCOc1cccc(C(=O)N(Cc2ccc(F)cc2)C2CCS(=O)(=O)C2)c1 (stereo not drawn)	-3	-1	3	-9	-8	4	-10	27
67	CCCCC(=O)NCCNC(=O)c1cc(OCC(F)(F)F)ccc1OCC(F)(F)F	-11	13	11	-7	-1	-1	2	-30
68	COc1cc(S(=O)(=O)n2nnc3ccccc32)c(OC)cc1Cl	7	5	-13	-13	6	0	19	3
